Compound activity from PubChem.
p97 ATPase inh: blocks human p97 ATPase activity; P55072; recombinant p97 ATPase, Kinase-Glo ATP luminescence, 3 h; inhibition, % at 8 µM; actives 0.42% (n = 220,000); AID 1481; in the data active means inhibition above about 15%;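 further: 0% = DMSO vehicle and 100% = wells lacking enzyme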
Runt-SMMHC FRET: inhibitors of human RUNX1 Runt domain binding to CBFb-SMMHC. Q01196+Q13951. Cerulean-Runt/Venus-CBFb-SMMHC FRET ratio 530/480, 1 h. inhibition, % at 20 µM. actives 0.74% (n = 220,000). AID 1434;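 active means mean inhibition across duplicate retests at 20 µM reaching about 50%, limit read from the data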;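 further: 0% = DMSO wells and 100% = wells with excess untagged CBFb-SMMHC; inhibitors lower the FRET ratio by blocking Runt binding to CBFb-SMMHC; some results filed as inactive read as strong as hits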
Runt-CBFb FRET: inhibitors of human RUNX1 Runt domain binding to CBFb; actives 0.46% (n = 220,000); AID 1496; inhibition, % at 20 µM; Cerulean-Runt/Venus-CBFb FRET ratio 530/480, 1 h; Q01196+Q13951;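 active means inhibition over about 50% at 20 µM in the single-dose screen, limit read from the data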;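 further: 0% = DMSO wells and 100% = excess unlabeled CBFb competitor control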
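Measured by: fluorescence energy transfer, 422 nm excitation, 530/480 nm emission; Assay system: Cerulean-Runt domain; Medium: Tris pH 7.5 buffer with BSA; Measure: loss of energy transfer signal; Controls: 5 µM unlabeled CBFb as full-inhibition high control; Incubation: protein complex preformed 1 h, compound exposure 1 h, room temperature, dark.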
NPY-Y2 PAM-ag: potentiates or activates human NPY-Y2 receptor; AID 1359; P49146; actives 0.45% (n = 220,000); activation, % at 3.6 µM; cells expressing NPY-Y2, potentiator/agonist read-out; in the data active means activation above about 27%;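 further: cells stimulated with NPY near EC25 plus isoproterenol at EC100; 0% = vehicle plus submaximal agonist and 100% = vehicle plus saturating agonist; some results beyond the cut were filed as inactive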
NPY Y1 blocker: NPY-Y1 (human) receptor antagonism; P25929; HEK293-CNG Y1 cells, membrane potential fluorescence; NPY at EC95, then isoproterenol; inhibition, % at 3.6 µM; actives 1% (n = 200,000); AID 1040;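 active means inhibition above the campaign mean inhibition of all tested compounds plus 3 SD, cut at about 20% in these data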;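 further: 0% = DMSO wells given NPY plus isoproterenol and 100% = isoproterenol alone without NPY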
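Benchmarks – high control isoproterenol alone, low control NPY with isoproterenol · Material – HEK293 Y1/CNG channel cell line · Times – dye 3 h, compound 60 min room temperature, stimulation 45 min · Probe or stimulus – NPY (25 nM), isoproterenol (1 µM), Ro 20-1724 (25 µM) · Evaluation – % inhibition of NPY effect · Signal – fluorescence, membrane potential probe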
Hck Nef HTS: human Hck-Nef kinase inhibition | P08631 | Recombinant Hck-YEEI plus Nef, Z-Lyte FRET kinase assay | AID 463187 | actives 0.68% (n = 220,000) | inhibition, % at 20 µM;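 active means Hck-Nef kinase inhibition above about 50%, limit read from the data; inactive means inhibition below that limit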;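 further: 0% = DMSO with Hck plus Nef and 100% = Hck alone without Nef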
Target sequence (P08631 whole entry, looked up): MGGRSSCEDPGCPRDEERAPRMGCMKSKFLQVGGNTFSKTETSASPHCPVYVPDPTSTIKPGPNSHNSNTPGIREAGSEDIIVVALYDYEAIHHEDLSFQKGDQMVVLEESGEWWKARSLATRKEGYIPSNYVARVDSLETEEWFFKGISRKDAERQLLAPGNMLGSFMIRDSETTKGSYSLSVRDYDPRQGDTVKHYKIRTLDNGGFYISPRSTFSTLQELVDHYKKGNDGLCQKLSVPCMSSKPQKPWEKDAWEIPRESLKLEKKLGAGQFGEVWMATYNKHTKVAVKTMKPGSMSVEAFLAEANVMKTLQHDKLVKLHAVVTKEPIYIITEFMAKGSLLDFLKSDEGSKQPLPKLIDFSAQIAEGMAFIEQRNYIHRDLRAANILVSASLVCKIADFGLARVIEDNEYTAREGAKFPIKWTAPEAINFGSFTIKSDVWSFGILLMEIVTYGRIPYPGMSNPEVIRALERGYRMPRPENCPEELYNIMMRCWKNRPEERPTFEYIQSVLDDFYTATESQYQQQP
NPY-Y1 PAM-ag: potentiators or agonists of human neuropeptide Y receptor Y1; P25929; NPY-Y1 expressing cells, potentiator/agonist activation; AID 1304; activation, % at 3.6 µM; actives 0.37% (n = 220,000); in the data active means activation above about 33%, passing the limit was not always enough;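 further: cells stimulated with NPY at EC10 then isoproterenol at EC100; 0% = low agonist plus stimulus and 100% = saturating agonist plus stimulus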
MDM2 E3 inh: Mdm2 E3 ligase (human) inhibition; cell-based MDM2 ubiquitination luciferase reporter, 2 h; 0 = plate control, 100 = twice control, blank-subtracted; signal enhancement, % at 5 µM; actives 0.11% (n = 210,000);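 active means signal enhancement of 30% or more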;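 further: luminescence tracks abundance of the self-degrading MDM2-luciferase fusion protein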
Target sequence (Q00987 whole entry, looked up, the tested form may be a part): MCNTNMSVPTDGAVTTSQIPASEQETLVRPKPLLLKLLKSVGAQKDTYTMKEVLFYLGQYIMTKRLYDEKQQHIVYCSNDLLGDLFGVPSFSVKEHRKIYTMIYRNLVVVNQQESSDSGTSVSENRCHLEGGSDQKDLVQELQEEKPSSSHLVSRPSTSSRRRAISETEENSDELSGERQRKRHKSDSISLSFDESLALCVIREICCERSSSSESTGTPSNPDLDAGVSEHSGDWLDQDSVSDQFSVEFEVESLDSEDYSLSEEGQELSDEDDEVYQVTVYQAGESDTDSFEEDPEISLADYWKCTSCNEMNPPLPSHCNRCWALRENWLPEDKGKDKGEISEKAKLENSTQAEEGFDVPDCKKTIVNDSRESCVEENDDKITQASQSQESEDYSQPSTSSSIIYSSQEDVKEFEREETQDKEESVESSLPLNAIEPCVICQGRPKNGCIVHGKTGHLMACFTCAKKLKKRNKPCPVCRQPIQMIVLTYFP
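Timing – 2 h compound exposure at 37 °C · Assay system – mammalian cells stably expressing self-ubiquitinating, self-degrading MDM2 E3–luciferase fusion · Amount – 2000 cells seeded into each well · Measure – % luminescence enhancement versus blank-corrected plate control mean · Measured by – SteadyLite luminescence, 15 min reagent step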
RBBP9 inhibitor: human RBBP9 hydrolase inhibition; recombinant RBBP9, FP-Rh probe fluorescence polarization; inhibition, % at 7.94 µM; actives 0.2% (n = 220,000);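 active means inhibition above the campaign mean of all tested compounds plus 3 SD, cut at about 14% in these data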;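 further: plate controls were DMSO wells with RBBP9 for no effect and wells lacking RBBP9 protein for full effect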
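System: RBBP9 protein | Quantity: 2.5 µM RBBP9 dispensing solution, before mixing | Reagent: FP-Rh probe, 375 nM dispensing solution | Timing: Enzyme-compound preincubation 30 min, then probe labeling 45 min, 25 °C | Measured by: Fluorescence polarization | Read-out: % inhibition | Replication: One well per compound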
The depositor's hits bear a star; nt = no result given.

SMILES	p97 ATPase inh	Runt-SMMHC FRET	Runt-CBFb FRET	NPY-Y2 PAM-ag	NPY Y1 blocker	Hck Nef HTS	NPY-Y1 PAM-ag	MDM2 E3 inh	RBBP9 inhibitor
Cc1cc(C(=O)NCc2ccco2)c2cc(F)ccc2n1	4	-2	2	14	-1	16	7	-10	-4
CCCCn1c(SCc2c(C)noc2C)nc2cc(S(N)(=O)=O)ccc21	-2	2	0	-8	-1	-1	-14	-8	-6
O=C(N/N=C/c1ccccn1)c1cccc(S(=O)(=O)Nc2ccccc2Cl)c1	2	-2	-2	5	0	4	17	-5	-3
CCOc1ccc(S(=O)(=O)N(CC(=O)N/N=C/c2cccs2)c2ccc(C)cc2)cc1	0	7	2	-10	8	1	-9	4	-11
CCN(CC)C(=O)CSc1nc(C)cc(C)c1C#N	-2	3	8	4	8	-7	-11	5	-9
CCc1cc2c(N3CCCCC3)ncnc2s1	-3	0	1	-3	-4	4	-18	-25	-1
CCc1cccc(NC(=O)CCC(=O)O)c1	-6	2	-2	3	0	0	-18	-13	-13
Cc1ccc(F)cc1NC(=O)CSc1ncccn1	13	1	0	7	3	-16	9	5	5
COc1ccc(C(=O)N2CCN=C2c2ccccc2)cc1OC	1	1	-1	5	1	-1	5	-15	1
CC1=NN(c2ccccc2)C(=O)/C1=C\N1CC(C)OC(C)C1 (centres undefined)	-1	0	nt	5	-1	1	8	-8	-6
Cc1cc(C)n(-c2ccc(C(=O)Nc3ccc4c(c3)OCCO4)cc2)n1	-5	-2	0	-17	-2	1	-6	-1	-8
COc1cc(OC)cc(C(=O)Nc2ccc(S(=O)(=O)Nc3ncccn3)cc2)c1	-1	0	-2	-17	3	13	-2	-2	-1
CN(C)CCNC(=O)C(c1ccccc1)c1ccccc1	2	-1	2	-3	nt	13	2	-13	-3
NS(=O)(=O)c1ccc(NC(=O)c2cc(Cl)ccc2Cl)cc1	4	-2	0	-8	2	20	7	-4	0
Cc1ccc2nc(NC(=O)c3ccc(Cl)s3)sc2c1	-3	1	2	4	2	1	-7	-21	-6
CCC(C)OC(=O)C1=C(C)NC(=O)NC1c1ccc(F)cc1 (centres undefined)	1	-1	-2	6	-3	1	24	-8	-8
N#C/C(C(=O)c1ccccc1)=C1/CCCCCN1	-8	1	0	-12	-8	0	-3	-78	-6
CSc1ccccc1NC(=O)COc1ccc(Cl)cc1Cl	3	-1	17	-1	1	3	-8	-2	-2
Cc1ccc(N2C(=O)Nc3ccc(Br)cc3C2(O)C(=O)NCCCN(C)C)cc1C (centres undefined)	4	0	1	5	2	-1	5	-12	0
Cc1ccc(SCC(=O)Nc2ccc(-c3nc4ccccc4[nH]3)cc2)cc1	-1	-24	-9	-8	3	4	-2	0	-1

Complete entries as entered above. Screens in order: p97 ATPase inh	Runt-SMMHC FRET	Runt-CBFb FRET	NPY-Y2 PAM-ag	NPY Y1 blocker	Hck Nef HTS	NPY-Y1 PAM-ag	MDM2 E3 inh	RBBP9 inhibitor
Listed for `Cc1ccc(N2C(=O)Nc3ccc(Br)cc3C2(O)C(=O)NCCCN(C)C)cc1C` (centres undefined) → 4	0	1	5	2	-1	5	-12	0
Listed for `CC1=NN(c2ccccc2)C(=O)/C1=C\N1CC(C)OC(C)C1` (centres undefined) → -1	0	nt	5	-1	1	8	-8	-6
Listed for `CSc1ccccc1NC(=O)COc1ccc(Cl)cc1Cl` → 3	-1	17	-1	1	3	-8	-2	-2
Listed for `NS(=O)(=O)c1ccc(NC(=O)c2cc(Cl)ccc2Cl)cc1` → 4	-2	0	-8	2	20	7	-4	0
Listed for `Cc1ccc2nc(NC(=O)c3ccc(Cl)s3)sc2c1` → -3	1	2	4	2	1	-7	-21	-6

A different layout for some results above:
COc1cc(OC)cc(C(=O)Nc2ccc(S(=O)(=O)Nc3ncccn3)cc2)c1
  p97 ATPase inh: -1 | Runt-SMMHC FRET: 0 | Runt-CBFb FRET: -2 | NPY-Y2 PAM-ag: -17 | NPY Y1 blocker: 3 | Hck Nef HTS: 13 | NPY-Y1 PAM-ag: -2 | MDM2 E3 inh: -2 | RBBP9 inhibitor: -1
CN(C)CCNC(=O)C(c1ccccc1)c1ccccc1
  p97 ATPase inh: 2 | Runt-SMMHC FRET: -1 | Runt-CBFb FRET: 2 | NPY-Y2 PAM-ag: -3 | NPY Y1 blocker: nt | Hck Nef HTS: 13 | NPY-Y1 PAM-ag: 2 | MDM2 E3 inh: -13 | RBBP9 inhibitor: -3
NS(=O)(=O)c1ccc(NC(=O)c2cc(Cl)ccc2Cl)cc1
  p97 ATPase inh: 4 | Runt-SMMHC FRET: -2 | Runt-CBFb FRET: 0 | NPY-Y2 PAM-ag: -8 | NPY Y1 blocker: 2 | Hck Nef HTS: 20 | NPY-Y1 PAM-ag: 7 | MDM2 E3 inh: -4 | RBBP9 inhibitor: 0

(list continues)
SMILES	p97 ATPase inh	Runt-SMMHC FRET	Runt-CBFb FRET	NPY-Y2 PAM-ag	NPY Y1 blocker	Hck Nef HTS	NPY-Y1 PAM-ag	MDM2 E3 inh	RBBP9 inhibitor
Cc1ccc(-c2ccc(NC(=O)C3C4C=CC(C4)C3C(=O)O)cc2)o1 (centres undefined)	0	5	8	-9	4	2	5	-5	0
COc1ccc(Nc2nc(Cl)nc(NCc3ccco3)n2)c(OC)c1	1	2	-7	-9	4	3	6	-9	2
O=Cc1ccc(OCc2cccc(C(F)(F)F)c2)cc1O	15*	5	0	17	0	22	8	-10	-7
N#Cc1ccc(NCCc2ccccn2)c([N+](=O)[O-])c1	9	-9	-3	-13	nt	30	8	-5	14
CCOc1ccc(NC(=O)c2cc3ccccc3cc2O)cc1	0	-32	-12	-19	nt	-12	-5	nt	-5
CC(=O)Nc1ccc(S(=O)(=O)Nc2nnc(CC(C)(C)C)s2)cc1	-1	nt	nt	0	1	21	1	-13	-4
COc1ccc(CCn2c(Br)nc3c2c(=O)[nH]c(=O)n3C)cc1	-2	-5	-1	-8	3	0	15	-5	-5
Nc1ccc2[nH]ncc2c1	4	57*	20	11	8	4	3	nt	-1
CN1Cc2cc(C(=O)c3ccccc3O)cnc2NC1=O	4	1	0	-4	0	1	7	nt	-10
N#Cc1c(Nc2ccccc2)c(/C=N/NCCO)c[nH]c1=O	3	2	0	-4	-4	21	0	-13	-4
CC(c1ccccc1)N1C(=O)/C(=C/c2ccncc2)SC1=S (centres undefined)	2	-5	-4	23	nt	17	13	-13	-9
CC(C)CCN1CCN(C/C=C/c2ccco2)CC1CCO (centres undefined)	4	-2	3	-5	-1	-1	6	-17	-6
Cc1ccc(SCCOCCN2CCc3ccccc3C2)cc1	-9	-1	-3	-5	15	-2	-30	-4	-7
CCC(C)(C)NC(=O)C(c1cccn1C)N(C(=O)Cn1nnc2ccccc21)c1ccc(OC)cc1 (centres undefined)	1	2	-3	3	3	0	7	-10	-5
COc1ccc(/C=C/C=N/NC(=O)COc2ccc(OC)cc2)cc1	-3	-2	-2	-9	4	-11	-5	1	-8
COC(=O)C1CCN(C(=O)COc2ccc(Cl)cc2)CC1	-4	3	2	-18	2	9	15	-5	-3
Cc1[nH]oc(=O)c1N=Nc1ccccc1	3	3	-3	7	0	3	5	1	4
O=C(N1CCCCCC1)N1CCN(C(=O)N2CCOCC2)CC1	2	-5	1	9	-3	-7	2	-7	3
COc1cccc(/C=C/C(=O)N2CCN(S(=O)(=O)c3ccccc3)CC2)c1OC	1	1	0	12	nt	30	13	nt	2
O=c1[nH][nH]c(-c2ccccc2)c1C=Nc1ccccc1Cl	-5	2	-4	-16	-2	1	-29	-78	2
CC1CN(C(=O)C(C)N2CCN(c3ccccc3Cl)CC2)CC(C)O1 (centres undefined)	-1	0	0	2	5	23	-4	4	-4
CCCCCC(=O)Nc1ccc(N2CCN(CC)CC2)c(Cl)c1	-4	4	2	9	-2	1	6	-21	-2
CC(=O)c1ccc(N2CCN(C(=O)Cc3n[nH]c(=O)c4ccccc34)CC2)cc1	6	-7	1	13	-3	23	13	-9	2
OCC1(Cc2ccc(Cl)cc2)CCN(Cc2ccc(F)c(F)c2)CC1	-2	0	1	-13	nt	21	0	-68	-7
Cc1ccc(-c2nnc(-c3ccc(NC(=O)c4ccco4)cc3)o2)cc1	0	-8	-3	2	-1	108*	-19	3	-1
COc1ccccc1/C=C\C=N\n1c(-c2ccc(Cl)cc2Cl)n[nH]c1=S	-7	21	11	-1	9	1	1	-6	-11
O=C(CSc1nnc(-c2ccncc2)n1CCc1ccccc1)N1CCCC1	3	6	5	-5	nt	13	9	nt	1
Cc1nn(-c2ccccc2)c(Cl)c1C(=O)N1CCN(c2ncnc3c2cnn3-c2ccccc2)CC1	1	-4	-6	-3	1	-2	-13	-52	-7
COc1cc(NC(=S)NCCCN2CCOCC2)c(OC)cc1Cl	2	-2	0	17	1	3	16	-8	-1
Cc1ccc(C2C3=C(CCCC3=O)Nc3[nH]c(=S)[nH]c(=O)c32)cc1 (centres undefined)	-3	60*	48	-2	12	-25	-13	5	-14
O=C(CCn1c(=O)oc2ccccc21)NCCN1CCOCC1	nt	0	-1	nt	nt	29	nt	4	nt
Nn1c(Nc2ccccc2)nc2sc3c(c2c1=O)CCCC3	3	6	-2	0	5	15	6	-6	-4
CN(Cc1ccccc1)C(=O)CNC(=O)Cn1cnc2ccccc2c1=O	4	-2	0	6	-3	0	-25	-13	-5
O=C1C(C=NCc2ccco2)=C(O)c2ccccc21	6	6	2	5	2	6	-12	-4	9
Cc1ccc(NC(=O)Cc2cn(C)c3ccccc23)cc1F	-7	-1	-4	-1	-2	15	-7	-5	-6
COc1ccc(-c2cc(C(=O)N3CCN(c4ccccc4)CC3)no2)cc1OC	2	-6	1	-10	11	1	-35	-12	-5
